# Source: PubChem BioAssay
# DNMT1 inh = inhibitors of human DNMT1; P26358; DNMT1 molecular beacon, Hinp1I cleavage, fluorescence; inhibition (reported as % activation of signal), % at 10 µM; 360,000 tested, 0.83% active; AID 588458; in the data active = inhibition above about 50%
# CendR NRP1 mod = modulators of CendR peptide binding to human neuropilin-1 | inhibition, % at 25 µM | 360,000 tested, 0.85% active | FAM-RPARPAR peptide binding to NRP-1, fluorescence polarization;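 active = inhibition or corrected inhibition above about 18%, plus a signal ratio from 0.5 to 1.5, limit read from the data, passing the limit was not always enough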; also: strong numbers were not always called active
# MT1-MMP act inh = blocks activation of human MT1-MMP | GFP/RFP ratio change, % at 20 µM | P50281 | HT1080 RFP-PRO-GFP cells, GFP/RFP ratio fluorescence, overnight; percent of plate control window, DMSO zero | 360,000 tested, 0.061% active;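 active = GFP/RFP ratio change of at least 30% with cell ATP level not reduced by more than half and red fluorescence within 50% of control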; also: strong numbers were not always called active
#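 Compound: 20 µM single dose, 1% DMSO / System: HT1080 RFP-PRO-GFP cells / Controls: DMSO and RFP-L50D-GFP cell wells / Read-out basis: GFP/RFP fluorescence ratio / Schedule: overnight compound exposure at 37 °C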
# SKN-1 block = C. elegans SKN-1 inhibition; inhibition, % at 21.8 µM; 360,000 tested, 0.49% active; AID 624304; C. elegans VP596 Pgst-4::GFP/RFP ratio, acrylamide-induced, 24 h;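 active = interference check ratio from 0.5 to 1.5 plus GFP to RFP signal ratio inhibition reaching or exceeding a fixed threshold, cut at about 30% in these data, passing the limit was not always enough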; also: some compounds called inactive have numbers as strong as hits
# SUMO1-SIM PPI = SUMO1-SIM interaction modulation; P63165; SUMO1 binding to a labelled peptide, TR-FRET, 1 h; inhibition, % at 20 µM; 360,000 tested, 0.33% active; AID 602429; in the data active = inhibition above about 37%
# Target sequence (P63165 whole entry, looked up): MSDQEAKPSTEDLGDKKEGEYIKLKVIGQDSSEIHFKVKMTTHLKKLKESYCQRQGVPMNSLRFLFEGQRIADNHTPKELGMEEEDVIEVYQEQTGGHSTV
# LMPTP block = LMPTP (human) inhibition; P24666; recombinant LMPTP-A, OMFP fluorogenic substrate, fluorescence intensity; inhibition, % at 20 µM; 360,000 tested, 0.22% active;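 active = compounds that cut the enzyme signal by at least half of the control window in the single-dose screen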;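 also: plate controls were DMSO wells with enzyme plus substrate for no effect and substrate without enzyme for full effect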
# Target sequence (P24666 whole entry, looked up): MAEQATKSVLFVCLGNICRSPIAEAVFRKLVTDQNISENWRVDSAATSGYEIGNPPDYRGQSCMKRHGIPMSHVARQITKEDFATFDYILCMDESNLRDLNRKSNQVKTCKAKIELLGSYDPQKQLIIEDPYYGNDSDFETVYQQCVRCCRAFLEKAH
#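 Test system: LMPTP-A phosphatase enzyme; input: 0.625 nM LMPTP-A final; reagent: OMFP substrate, 400 µM final; compound dosing: 20 µM single dose, 3% DMSO; incubation: 50 min dark incubation at room temperature; measured by: endpoint fluorescence intensity from OMFP dephosphorylation; measure: % inhibition relative to no-enzyme and uninhibited control wells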
# Rpn11 block = inhibitors of human proteasome Rpn11; O00487; human 26S proteasome, Ub4-pepOG fluorescence polarization; 20S core pre-blocked with epoxomicin; calls only at 20 µM; 360,000 tested, 0.59% active; AID 588493;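 active = inhibition at 20 µM, scaled to each plate's controls, above about 33%, limit read from the data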
# Scp1 inh = Scp-1 (human) phosphatase inhibition; AID 493091; Recombinant Scp1, phosphopeptide, malachite green phosphate absorbance; 340,000 tested, 0.88% active; inhibition, % at 20 µM;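 active = inhibition above about 50% at 20 µM, limit read from the data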;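 also: plate controls were DMSO wells with enzyme for no effect and wells lacking enzyme for full effect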
# Target sequence (Q9GZU7 76-261 limits assumed): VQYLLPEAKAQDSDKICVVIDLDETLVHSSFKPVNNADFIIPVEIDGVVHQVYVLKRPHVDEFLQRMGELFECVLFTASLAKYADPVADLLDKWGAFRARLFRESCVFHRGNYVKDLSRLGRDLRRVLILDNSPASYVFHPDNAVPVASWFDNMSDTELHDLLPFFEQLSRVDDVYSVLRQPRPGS
#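 Assay system: SCP-1 catalytic fragment, aa 76-261 | Buffer or medium: Tris acetate buffer pH 5.5 with MgCl2 and Tween-20 | Compound: One concentration, 20 µM, with 1.0% DMSO | Also added: Phospho 17-mer peptide substrate | Signal: Absorbance at 630 nm | Incubation: 45 min enzyme reaction at room temperature | Measure: % inhibition of SCP-1 phosphate liberation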
# NadD inh = blocks S. aureus nicotinate mononucleotide adenylyltransferase | 360,000 tested, 0.78% active | inhibition, % at 20 µM | purified NadD enzyme, colorimetric absorbance read-out; in the data active = inhibition above about 26%; also: some compounds past the cut are filed as inactive
# STEP block = STEP (human) phosphatase inhibition; recombinant STEP, OMFP fluorogenic substrate, fluorescence; inhibition, % at 20 µM; 360,000 tested, 0.25% active; AID 588621;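 active = inhibition at 20 µM, scaled per plate between control wells, above about 37%, limit read from the data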;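 also: 0% = DMSO with enzyme and substrate and 100% = substrate only without enzyme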
# Target sequence (P54829 whole entry, looked up): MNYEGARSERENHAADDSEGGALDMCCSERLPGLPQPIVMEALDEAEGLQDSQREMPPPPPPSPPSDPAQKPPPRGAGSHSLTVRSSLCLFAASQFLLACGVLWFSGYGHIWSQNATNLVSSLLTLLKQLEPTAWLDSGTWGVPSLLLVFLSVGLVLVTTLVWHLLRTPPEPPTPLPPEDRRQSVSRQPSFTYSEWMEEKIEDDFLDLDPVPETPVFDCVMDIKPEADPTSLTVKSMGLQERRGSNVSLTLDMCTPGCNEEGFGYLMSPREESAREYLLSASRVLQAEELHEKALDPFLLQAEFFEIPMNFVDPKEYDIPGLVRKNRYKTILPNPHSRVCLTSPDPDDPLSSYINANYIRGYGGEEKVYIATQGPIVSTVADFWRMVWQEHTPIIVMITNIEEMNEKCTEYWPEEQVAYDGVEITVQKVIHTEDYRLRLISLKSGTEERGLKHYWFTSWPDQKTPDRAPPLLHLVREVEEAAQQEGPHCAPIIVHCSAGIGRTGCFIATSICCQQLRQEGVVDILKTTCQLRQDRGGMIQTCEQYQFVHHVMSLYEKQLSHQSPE
#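 Material: STEP (striatal-enriched tyrosine phosphatase) enzyme, cell-free; Compound dosing: 20 µM single dose in 1% DMSO; Technique: fluorescence read at 480 nm ex / 540 nm em; Times: reaction 20 min, ambient temperature; Medium: 50 mM Bis-Tris pH 6.0 with 2.5 mM DTT and 0.005% Tween 20; Also added: OMFP at 25 µM.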
# Active calls of the source: *; i = inactive; nt = no result given; + = active, no number.
SMILES,DNMT1 inh,CendR NRP1 mod,MT1-MMP act inh,SKN-1 block,SUMO1-SIM PPI,LMPTP block,Rpn11 block,Scp1 inh,NadD inh,STEP block
CCCc1cc(=O)oc2cc(C)cc(OCC(=O)NCCN3CCOCC3)c12,3,16,0,16,0,-1.3,i,-3,0,-3
CCCNC(=O)C(Cc1ccc(OC)cc1)NC(=O)c1ccc(Cl)cc1 (configuration not stated),-2,-1,-1,4,1,0.7,i,-11,2,0
CC(=O)c1sc2c(c1OC(=O)c1ccc(Cl)cc1)c(=O)n(-c1ccccc1)c(=S)n2-c1ccccc1,11,6,-15,17,-40,0.6,i,-3,26,1
O=[N+]([O-])c1ccccc1N/N=C/c1ccccc1,12,8,4,6,-4,0.3,i,-9,3,2
Cc1ccccc1NC(=O)CCCCCN1C(=O)[C@@H]2Cc3ccccc3CN2C1=O,1,19,3,-6,1,-1.9,i,-1,-14,-3
CCCCN(C)C(=S)Nc1ccc(Oc2ccccc2)cc1,0,0,7,8,1,0.8,i,-4,0,-2
O=C(Nc1ccc(Cl)cc1)Nc1nnc(CSCc2ccccc2)s1,38,2,-2,-9,2,-0.6,i,-3,7,3
CC(=O)Nc1ccc(N(C(=O)CNC(=O)c2ccco2)C(C(=O)NCc2ccco2)c2ccccc2)cc1 (configuration not stated),-1,-6,-8,1,0,-0.1,i,-11,-8,1
CC(C)NC(=O)c1sc2nc3c(c(-c4cccs4)c2c1N)CN(C)CC3,1,-8,-11,4,5,-0.6,i,3,1,0
COc1ccccc1C(=O)n1nc(-c2cccnc2)nc1NCc1ccccc1,1,5,0,3,3,1.5,i,-6,0,-2
COc1ccc(OC)c(C2=NOC(C(=O)NCc3cccs3)C2)c1 (configuration not stated),1,15,1,-9,-1,-1.2,i,-4,-4,0
Cc1ccc(NC(=O)CN2CCN(CCN=CC3=C(O)CC(c4ccc(C)cc4)CC3=O)CC2)cc1 (configuration not stated),-6,6,13,-13,1,-3.0,i,-2,-11,-2
Cc1sc(-c2ccccn2)nc1OC(=O)c1cccc(Cl)c1Cl,0,20,1,-11,-6,2.3,i,-2,-2,0
O=C(NCc1ccco1)c1cc2nc(C3CC3)cc(C(F)(F)F)n2n1,2,0,1,5,-7,-1.7,i,5,10,3
Cc1sc2nc(COC(=O)C(NC(=O)c3ccc(Cl)cc3Cl)C(C)C)[nH]c(=O)c2c1C (configuration not stated),-2,-62,-10,12,1,1.1,+,-9,2,1
COc1ccccc1C(=O)Nc1sc2c(c1C(=O)NCc1ccco1)CCCC2,51*,-17,-4,-12,-2,0.0,i,-10,9,-2
COc1ccccc1-c1nnc(NC(=O)c2ccc(S(=O)(=O)N3CCOCC3)cc2)o1,1,-5,-4,22,2,1.2,i,-12,11,1
COc1cc(OC)cc(C(=O)Nc2nnc(-c3cccnc3)o2)c1,1,-9,0,7,2,-1.0,i,-5,9,5
CCN1C(=O)N(CC)C2C1N(C(C)=O)C(=O)N2C(C)=O (configuration not stated),0,-4,0,-11,0,-2.1,i,6,-1,-2
CCOC(=O)c1ccc(-c2ccc3c(c2)CCC3)nc1C,4,-6,4,34,-1,2.1,i,-1,4,1

# Two entries drawn at random from the list so far:
SMILES,DNMT1 inh,CendR NRP1 mod,MT1-MMP act inh,SKN-1 block,SUMO1-SIM PPI,LMPTP block,Rpn11 block,Scp1 inh,NadD inh,STEP block
CCOC(=O)c1ccc(-c2ccc3c(c2)CCC3)nc1C,4,-6,4,34,-1,2.1,i,-1,4,1
COc1ccccc1C(=O)Nc1sc2c(c1C(=O)NCc1ccco1)CCCC2,51*,-17,-4,-12,-2,0.0,i,-10,9,-2

# Additional compounds
SMILES,DNMT1 inh,CendR NRP1 mod,MT1-MMP act inh,SKN-1 block,SUMO1-SIM PPI,LMPTP block,Rpn11 block,Scp1 inh,NadD inh,STEP block
Cc1cc(C(F)(F)F)nn1CC(=O)NCc1ccccc1,1,9,8,-1,-3,-4.2,i,-13,-8,0
CCCCCC/C(C=O)=C\c1ccccc1,0,-24,1,-8,8,-0.6,i,-6,0,1
CC(=O)NN1C(=O)c2ccccc2NC1c1ccccn1 (configuration not stated),3,1,14,2,2,-3.5,i,-6,-5,-2
CSCC[C@H](NC(=O)c1cccs1)C(=O)N1CCC2(CC1)NCCc1[nH]cnc12,-3,2,3,4,8,-3.0,i,-11,-2,-1
COc1ccc(/C=C2\SC(=S)N(CCC(=O)N3CCCCC3)C2=O)cc1,32,-26,-2,0,-11,0.9,i,25,-6,4
O=CNC(Cc1ccccc1)C(=O)O (configuration not stated),4,-3,-5,5,-1,-2.4,i,-11,-9,-3
Cc1ccc(CSc2nnc(-c3ccncc3)o2)c(C)c1,-8,-4,1,5,1,1.3,i,-3,7,4
NNC(=O)COc1ccc(F)cc1,-2,-7,3,32,-2,-1.3,+,-10,3,0
Cc1cccc(Oc2cc([N+](=O)[O-])cc3c2C(=O)Nc2ccccc2O3)c1,1,-187,-56,16,-2,4.7,nt,36,11,-5
COCCn1c(C)cc(C(=O)CSc2nc3ccccc3c(=O)n2C(C)COC)c1C (configuration not stated),-4,-7,-1,5,3,0.9,i,-7,-7,1
CCN(C[C@H]1N[C@@](Cc2ccccc2)(C(=O)OC)[C@H]2C(=O)N(Cc3ccccc3)C(=O)[C@@H]12)S(=O)(=O)c1ccc(F)cc1,-5,3,1,-1,4,4.0,i,-4,2,3
Cc1cc(C(=O)Nc2ccc3c(c2)OCCO3)c2ccccc2n1,-2,9,-1,-2,-1,-0.3,i,-5,-4,1
COc1cc(NC(=O)c2onc(C)c2Cl)c(OC)cc1Cl,2,2,-2,-5,2,-0.4,i,-5,-2,0
CN1C[C@@H]2[C@@H]3C(=O)N(Cc4ccccc4)C(=O)[C@@H]3[C@](Cc3ccccc3)(C1=O)N2C(=O)c1ccc(C(F)(F)F)cc1,-3,7,-3,0,2,0.1,i,-7,9,1
COc1ccc(NC(=O)N(C)C[C@H]2Oc3ccc(NC(=O)c4ccncc4)cc3C(=O)N([C@H](C)CO)C[C@@H]2C)cc1,12,9,4,8,0,-2.1,i,84*,40*,-1
COc1ccc2c(CC(=O)Nc3cccc(S(=O)(=O)N4CCOCC4)c3)coc2c1,-16,-3,-4,10,8,2.6,i,-15,12,1
CC(C)(C)OC(=O)Nc1ccccc1-n1nnnc1C(C(=O)c1ccc(F)cc1)N1CCOCC1 (configuration not stated),nt,5,-2,5,-8,-2.1,nt,nt,nt,nt
CCc1nnc(NC(=O)Nc2ccccc2OC)s1,-2,-8,2,5,-1,0.1,i,-4,-1,0
CCC1CCCCN1CCNC(=O)C1CCN(S(=O)(=O)c2cccc3nsnc23)CC1 (configuration not stated),-1,2,3,-4,-32,0.7,i,0,-4,-2
CCOc1ccc(C(=O)Nc2ccc(S(=O)(=O)NCC3CCCO3)cc2)cc1OCC (configuration not stated),-3,13,7,9,3,-0.6,i,-2,-2,4

# Printed as active in Rpn11 block (from the list above):
SMILES,DNMT1 inh,CendR NRP1 mod,MT1-MMP act inh,SKN-1 block,SUMO1-SIM PPI,LMPTP block,Rpn11 block,Scp1 inh,NadD inh,STEP block
Cc1sc2nc(COC(=O)C(NC(=O)c3ccc(Cl)cc3Cl)C(C)C)[nH]c(=O)c2c1C (configuration not stated),-2,-62,-10,12,1,1.1,+,-9,2,1
NNC(=O)COc1ccc(F)cc1,-2,-7,3,32,-2,-1.3,+,-10,3,0

# Later entries:
SMILES,DNMT1 inh,CendR NRP1 mod,MT1-MMP act inh,SKN-1 block,SUMO1-SIM PPI,LMPTP block,Rpn11 block,Scp1 inh,NadD inh,STEP block
Cc1cc(C)cc(C(=O)NCC(=O)OCC(=O)NC2CC2)c1,3,4,0,9,0,-0.9,i,-12,-1,0
COc1ccc(N2CCN(c3nc4c(C)cccn4c(=O)c3/C=C(\C#N)C(N)=O)CC2)cc1,1,-6,-8,1,-13,1.7,i,-13,7,0
c1ccc(-c2csc(Nc3ncccn3)n2)cc1,9,-6,3,-4,0,-1.6,i,-7,8,1
Cc1ccc(NC(=O)c2ccc(OC(=S)N3CCOCC3)cc2)cc1,7,0,3,-3,3,-1.4,i,-7,-5,1
Cc1nnc(SCc2ccccc2)nc1/C=C/NOCc1ccc(Cl)cc1Cl,-18,-10,0,18,-4,0.8,i,-11,1,0
COc1ccc(-c2nnc(SCC(=O)N3CCCC3)o2)cc1,2,3,0,-1,7,-1.0,i,-7,2,-1
COc1cccc(/C=C2\C(=O)C(=O)c3ccccc32)c1,-2,0,-127,-1,-5,0.8,i,-3,2,0
N/C(=N\OC(=O)CSc1ccccc1)c1ccncc1,1,-4,1,17,4,1.0,i,-5,-2,0
COC(=O)CNC(c1ccccc1)c1cc(Cl)ccc1NC(=O)c1cccc(Cl)c1 (configuration not stated),-3,-13,-40,13,-4,4.8,i,-8,-6,1
Cc1ccc(C)c(N2CCN(C(=O)CCc3nc(-c4ccc(Br)cc4)no3)CC2)c1,-2,-1,3,-5,-2,4.1,i,4,-1,2
N#Cc1ccc(CSc2nnc3[nH]c(=O)cc(N)n23)cc1,2,3,2,5,3,0.9,i,13,1,3
Cc1nnc(NC(=O)CSc2nc(C(C)C)nc3sc(C)c(C)c23)s1,8,-15,0,-27,-7,-0.3,i,-4,-1,3
CN(C)S(=O)(=O)c1ccc(C(=O)NCCOc2ccc(F)cc2)cc1,-6,2,3,-5,-2,-1.7,i,-10,-4,1
COC(=O)[C@@]1(Sc2ccc(C)cc2)CC(=O)N(C(=O)CCc2ccccc2)[C@@H]1c1ccccc1,nt,-9,-8,15,2,1.8,nt,nt,-4,nt
CCCCCCn1c(=O)n2n(c1=O)[C@@H]1CN(S(=O)(=O)c3ccc(C)cc3)C[C@]1(O)[C@@H](OC(=O)Nc1c(C)noc1C)C2,0,-19,7,9,2,-0.8,i,nt,5,0
Cc1nc(C(=O)NNC(=O)Nc2ccc(Cl)cc2)cs1,-1,-3,4,-6,1,-2.7,i,-7,-5,0
NC(=O)c1ccc(N2CCN(c3ccccc3O)CC2)c([N+](=O)[O-])c1,-16,-2,-3,6,-19,-0.8,i,-1,-7,-1
CNC[C@@H](Cc1ccccc1)NC[C@@H](CC1CCCCC1)NCCCc1ccccc1,19,-7,-28,-2,-61,2.8,i,-5,-3,1
O=C(NCCN1CCCCC1)c1ccc2c(c1)OCCO2,0,6,-2,-5,1,1.3,i,0,-3,-8
CCN(CC)S(=O)(=O)c1ccc(N2CCOCC2)c(NC(=S)NC(=O)c2ccco2)c1,-1,-4,0,-2,-1,0.1,i,-19,-7,1
COc1ccc(CNC(=O)COC(=O)c2ccc(OCc3c(C)noc3C)cc2)cc1OC,6,9,1,1,-1,-0.9,i,-5,-4,-2
COc1ccc(-n2nnnc2SC(C)C(=O)NC2CCCC2)cc1 (configuration not stated),7,20*,-2,-2,-6,-0.6,i,-3,-9,-4
O=C(Nc1ccccc1N1CCCC1)c1cccnc1Cl,-2,11,2,4,0,-2.4,i,-1,-4,0
